Screening data: PubChem, IUPUI and University of Michigan
ST2 inh: inhibitors of human ST2 (IL1RL1) binding to IL-33; Q01638; AlphaLISA ST2-Fc/biotin-IL-33 interaction, 1 h; inhibition, % for hits at 17 µM; 78,000 compounds, 2.3% hits; AID 1259354; in the data active means inhibition above about 30%; inconclusive means mostly about 10% to 28%
Target sequence (Q01638 whole entry, looked up): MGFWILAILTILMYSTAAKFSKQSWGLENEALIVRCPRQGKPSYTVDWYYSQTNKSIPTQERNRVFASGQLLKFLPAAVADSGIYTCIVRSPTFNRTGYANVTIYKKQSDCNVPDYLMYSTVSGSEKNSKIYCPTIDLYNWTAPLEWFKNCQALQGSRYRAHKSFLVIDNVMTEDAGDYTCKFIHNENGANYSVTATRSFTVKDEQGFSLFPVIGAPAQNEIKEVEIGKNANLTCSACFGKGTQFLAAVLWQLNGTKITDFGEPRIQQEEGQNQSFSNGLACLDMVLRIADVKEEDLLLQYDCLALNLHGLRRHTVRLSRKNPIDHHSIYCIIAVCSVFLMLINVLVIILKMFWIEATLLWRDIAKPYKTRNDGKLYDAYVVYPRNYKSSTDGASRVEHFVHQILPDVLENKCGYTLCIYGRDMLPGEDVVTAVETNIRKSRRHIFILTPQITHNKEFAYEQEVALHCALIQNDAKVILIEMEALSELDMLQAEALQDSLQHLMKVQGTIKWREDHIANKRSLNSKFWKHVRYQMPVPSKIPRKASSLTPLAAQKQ
Active calls of the source: *. An excerpt; the hit share may differ from the screen's.

A first look:
Results for CC(C)(C)C(=O)/C=C(\N)C(Cl)(Cl)Cl ?
ST2 inh: inactive

What do the screens show for `CSc1nc2ccc(NC(=O)C3CCCCC3)cc2s1`?
ST2 inh: inactive

What do the screens show for `COc1cccc(OCc2nc(C(=O)N(C)C(C)c3nccs3)co2)c1` (stereo unspecified)?
ST2 inh: inactive

All compounds of this part (from the top)
Results for CC(C)(C)C(=O)/C=C(\N)C(Cl)(Cl)Cl ?
ST2 inh: inactive

What do the screens show for `CSc1nc2ccc(NC(=O)C3CCCCC3)cc2s1`?
ST2 inh: inactive

What do the screens show for `COc1cccc(OCc2nc(C(=O)N(C)C(C)c3nccs3)co2)c1` (stereo unspecified)?
ST2 inh: inactive

Results for Cc1ccc(-n2c(=O)c3sccc3n(Cc3cc(=O)n4ccccc4n3)c2=O)cc1F ?
ST2 inh: inconclusive

What do the screens show for `N#Cc1c(NC(=O)c2cc(-c3ccc(F)cc3)on2)sc2c1CCCC2`?
ST2 inh: inactive

Results for CSc1cccc(NS(=O)(=O)c2c(C)[nH]c(=O)[nH]c2=O)c1 ?
ST2 inh: inactive

How did C=CCc1ccccc1OCC(=O)O do in these assays?
ST2 inh: inconclusive

What do the screens show for `Cc1cccc(-c2ccc3c(c2)C(=O)N2CC[C@H](NC(=O)C4CCCC4)[C@H]2C(=O)N3)c1C`?
ST2 inh: inactive

Results for Cn1cnc2cc(NCc3ccc(Br)cc3)ccc21 ?
ST2 inh: inactive

What do the screens show for `CCCCOc1ccccc1C(=O)N1CCCC2(CN(C)C(=O)O2)C1` (stereo unspecified)?
ST2 inh: inactive

Results for CN(C)CC1(O)CCN(C(=O)C2CCN(C(=O)c3ccncc3)CC2)C1 (stereo unspecified) ?
ST2 inh: inconclusive

What do the screens show for `N#Cc1c2c(c(N3CCOCC3)n3c1nc1ccccc13)CCC2`?
ST2 inh: inactive

Results for Cn1c(CN(CC2CCN(C3CCCC3)CC2)CC2CCCO2)nc2ccccc21 (stereo unspecified) ?
ST2 inh: inactive

Results for COc1ccc(Cl)cc1NS(=O)(=O)c1cc(C)ccc1OC ?
ST2 inh: inactive

What do the screens show for `CCC(CC)NC(C)c1nncn1C` (stereo unspecified)?
ST2 inh: inactive

What do the screens show for `CC(C)CC1=NN(C(=O)c2cccc(Cl)c2)C(O)(C(F)(F)F)C1` (stereo unspecified)?
ST2 inh: inactive

What do the screens show for `Cc1ccc(-n2ncc3c(=O)n(CC(=O)NCc4ccc5c(c4)OCO5)cnc32)cc1`?
ST2 inh: inactive

What do the screens show for `COc1cccc(/C=C2/SC(=Nc3ccccc3)NC2=O)c1`?
ST2 inh: inactive

What do the screens show for `CC(C)Cc1cc(C(=O)NCC(C)Oc2cccnc2)n(C)n1` (stereo unspecified)?
ST2 inh: inactive

How did COc1ccc(N2CCN(C(=O)C3CCN(S(=O)(=O)c4cccs4)CC3)CC2)cc1 do in these assays?
ST2 inh: inactive

Quoted at random: 6 entries already listed.
What do the screens show for `CC(C)Cc1cc(C(=O)NCC(C)Oc2cccnc2)n(C)n1` (stereo unspecified)?
ST2 inh: inactive

What do the screens show for `Cc1ccc(-n2ncc3c(=O)n(CC(=O)NCc4ccc5c(c4)OCO5)cnc32)cc1`?
ST2 inh: inactive

What do the screens show for `COc1cccc(OCc2nc(C(=O)N(C)C(C)c3nccs3)co2)c1` (stereo unspecified)?
ST2 inh: inactive

What do the screens show for `N#Cc1c(NC(=O)c2cc(-c3ccc(F)cc3)on2)sc2c1CCCC2`?
ST2 inh: inactive

What do the screens show for `CC(C)CC1=NN(C(=O)c2cccc(Cl)c2)C(O)(C(F)(F)F)C1` (stereo unspecified)?
ST2 inh: inactive

What do the screens show for `CCC(CC)NC(C)c1nncn1C` (stereo unspecified)?
ST2 inh: inactive

Following part.
What do the screens show for `COc1ccc(CN2CC[C@H](c3nc4c(C(N)=O)cccc4[nH]3)C2)cc1`?
ST2 inh: inconclusive

Results for O=C(Nc1ccc(Cl)cc1)N1CCc2ccccc21 ?
ST2 inh: inconclusive

Results for CCCn1cnc2sc(C(=O)Oc3ccc(C(=O)OC)cc3)c(C)c2c1=O ?
ST2 inh: inactive

What do the screens show for `c1coc(-c2nc3sc4c(NCCN5CCOCC5)ncnc4c3c3c2CCCC3)c1`?
ST2 inh: inconclusive

How did Cc1ccc(Cc2c(C)nc3nc(SCC(=O)NC(C)(C)C)nn3c2C)cc1 do in these assays?
ST2 inh: inactive

What do the screens show for `CCCc1oncc1C(=O)N1CCCC2(CNC(=O)O2)C1` (stereo unspecified)?
ST2 inh: inactive

How did CCOc1ccc(OCC)c(NC(=O)C(NS(=O)(=O)c2cccs2)c2ccccc2)c1 (stereo unspecified) do in these assays?
ST2 inh: inconclusive

Results for O=C1Nc2ccccc2C(O)(C(=O)NCCCN2CCCC2)N1c1c(F)cccc1F (stereo unspecified) ?
ST2 inh: inactive

What do the screens show for `Cc1cc(Br)ccc1OCC(=O)N1CCN(c2ccccc2)CC1`?
ST2 inh: inconclusive

What do the screens show for `CCC1Oc2ccccc2N(CC(=O)NCCCN(CC)CC)C1=O` (stereo unspecified)?
ST2 inh: inactive

What do the screens show for `CCN(CCN1CCCCC1)C(=O)C1CCCN1C(N)=O` (stereo unspecified)?
ST2 inh: inactive

Results for COc1cc(/C=C(\C#N)c2nc3ccc(C)cc3[nH]2)cc(OC)c1O ?
ST2 inh: 34%*

Results for CC(=O)c1cccc(NS(=O)(=O)c2ccc3[nH]c(=O)sc3c2)c1 ?
ST2 inh: inactive

How did CC(C)(C)c1ccnc(N[C@H]2CO[C@H]3[C@@H]2OC[C@@H]3NC(=O)COc2ccccc2)n1 do in these assays?
ST2 inh: inactive

Results for CCN(CC)Cc1cnc2c(C(=O)Nc3ccc(OC)cc3C)cnn2c1 ?
ST2 inh: inactive

What do the screens show for `COc1ccc2oc(=Nc3ccc(Cl)cc3Cl)c(C(=O)NC(C)=O)cc2c1`?
ST2 inh: 33%*

How did C(=C\c1ccccc1)/CN1CCN(c2ccccn2)CC1 do in these assays?
ST2 inh: inconclusive

Results for O=C(Nc1sc2c(c1C(=O)NC1CCS(=O)(=O)C1)CCCC2)c1ccco1 (stereo unspecified) ?
ST2 inh: inactive

What do the screens show for `Cc1[nH]c2ccccc2c1SCCNC(=O)c1ccc(Cl)cc1`?
ST2 inh: inactive

What do the screens show for `CC(=O)NCCc1nc2ccccc2n1CC(C)C`?
ST2 inh: inactive

Results for NC(=O)CSc1oc(-c2ccc(F)cc2)nc1S(=O)(=O)c1ccccc1 ?
ST2 inh: inactive

What do the screens show for `O=C(c1cccn2c(=O)c3c4c(sc3nc12)CCCC4)N1CCN(c2ccccn2)CC1`?
ST2 inh: inactive

How did CCOc1cccc(OCCCOc2ccc([N+](=O)[O-])cc2)c1 do in these assays?
ST2 inh: inconclusive

Results for Cn1c(=O)c2c(nc3n(-c4ccc5c(c4)OCCO5)c(-c4ccccc4)cn23)n(C)c1=O ?
ST2 inh: inactive

What do the screens show for `COCCCNC(=O)c1cc(=O)[nH]c2ccc(Br)cc12`?
ST2 inh: inconclusive

Results for Cc1cc2nc(N)sc2cc1C ?
ST2 inh: inactive

How did O=C(Nc1ccc(N2CCC(NC(c3ccccn3)C(F)(F)F)CC2)cc1)c1cnccn1 (stereo unspecified) do in these assays?
ST2 inh: inactive

How did Cc1nc(N2CCC(C(=O)NC3CCCc4ccccc43)CC2)nc2ccccc12 (stereo unspecified) do in these assays?
ST2 inh: inactive

Results for COc1cc2c(C(=O)Nc3ccc(F)c(Cl)c3)cn(C)c(=O)c2cc1OC ?
ST2 inh: inactive

What do the screens show for `O=C(CO)Nc1nc(-c2ccc(Br)cc2)cs1`?
ST2 inh: inconclusive

What do the screens show for `COc1ccc(N=CC=C2OC(C)(C)C(C)(C)O2)cc1OC`?
ST2 inh: inactive

Results for Cn1cnc(S(=O)(=O)N2CCCC(C(=O)Nc3ccc(S(N)(=O)=O)cc3)C2)c1 (stereo unspecified) ?
ST2 inh: inactive

Results for COc1ccccc1C(=O)NC1CC(=O)N(c2cccc(F)c2)C1 (stereo unspecified) ?
ST2 inh: inactive

Results for Cc1nc2ccc3nc(NC(=O)c4ccco4)sc3c2s1 ?
ST2 inh: inconclusive

Results for COc1ccccc1N1CCN(C(=O)CN(c2cccc([N+](=O)[O-])c2)S(C)(=O)=O)CC1 ?
ST2 inh: inactive

How did O=[N+]([O-])c1ccc(CN2C[C@H](O)C[C@H]2c2nc(-c3ccc(C(F)(F)F)cc3)no2)cc1 do in these assays?
ST2 inh: inactive

How did COc1ccc2nc(C)cc(Nc3cccc(C)c3C)c2c1 do in these assays?
ST2 inh: inactive

Results for COc1ccc(C2=C/C(=C/c3cc(OC)c(OC)c(OC)c3)C(=O)O2)c(OC)c1 ?
ST2 inh: inconclusive

How did CCNC(=O)CC1SC(=Nc2ccc(OC)cc2)N(C)C1=O (stereo unspecified) do in these assays?
ST2 inh: inactive

Results for O=C(CCCc1cccs1)N1CCc2[nH]nc(-c3ccccc3)c2C1 ?
ST2 inh: inconclusive

How did CC(=O)N1CC[C@H](c2nnc(-c3cccnc3)o2)C1 do in these assays?
ST2 inh: inactive

How did Cc1cccc(NCc2nc3ccccc3n2CCOc2ccccc2)c1 do in these assays?
ST2 inh: inactive

Results for Cc1cc(S(=O)(=O)N2CCC(CO)(Cc3ccc(Cl)cc3)CC2)c(C)s1 ?
ST2 inh: inactive

How did CSCCC(NC(=O)C1CCC(C)CC1)C(=O)NCc1ccco1 (stereo unspecified) do in these assays?
ST2 inh: inconclusive

Results for CN(C)C(=O)CNC(=O)C1CCCCC1 ?
ST2 inh: inconclusive

What do the screens show for `COc1ccc(C2C=C(Nc3ccc(F)cc3)C(=O)N2c2ccc(F)cc2)cc1` (stereo unspecified)?
ST2 inh: inactive

How did O=C(Nc1ccccc1C(=O)N1CCCC1)c1ccccc1 do in these assays?
ST2 inh: inactive

What do the screens show for `CC(C)COc1ccc2c(c1)c1c3n2CCNC3CCC1` (stereo unspecified)?
ST2 inh: inactive

What do the screens show for `CCc1ccc(OCC(O)CNC(C)C)cc1` (stereo unspecified)?
ST2 inh: inactive

Results for Cc1noc(C)c1NC(=O)c1ccc(CN2CCc3ccccc3C2)cc1 ?
ST2 inh: inconclusive

Results for Cn1c(=O)cc(SCC(=O)Nc2ccc(F)cc2)c2ccccc21 ?
ST2 inh: inactive

What do the screens show for `Cc1[nH]c2ccccc2c1C(C[N+](=O)[O-])c1cccs1` (stereo unspecified)?
ST2 inh: inconclusive

Results for COc1ccc(S(=O)(=O)Cc2ccc(C(=O)NCc3ccc4c(c3)OCO4)o2)cc1 ?
ST2 inh: inactive

What do the screens show for `CCCCCSC1=C(C#N)C(C)(C)C(C#N)C(=O)N1` (stereo unspecified)?
ST2 inh: inactive

How did COCCCN1C(=O)N(Cc2ccccn2)C(=O)C12CCN(Cc1cc3ccccc3s1)CC2 do in these assays?
ST2 inh: inconclusive

Results for COc1ccc(/C=C2\C=C(c3ccc(Cl)cc3)OC2=O)c(C)c1 ?
ST2 inh: inactive

Results for Cc1ncsc1CCC(=O)N(C)Cc1cc(C2CC2)n[nH]1 ?
ST2 inh: inactive

What do the screens show for `CCCc1cc(C(=O)NCc2cc(C)cc3c(C)c(C)[nH]c23)no1`?
ST2 inh: inactive

How did O=C(Nc1cccc(O)c1)c1ccc(Cl)cc1 do in these assays?
ST2 inh: inactive

Results for O=C1C2CCCN2C(c2ccccc2F)N1c1ccc(Cl)c(Cl)c1 (stereo unspecified) ?
ST2 inh: inactive

How did COc1ccc(Cl)cc1S(=O)(=O)NCCC12CC3CC(CC(C3)C1)C2 do in these assays?
ST2 inh: inactive

How did CCCCN(CC#CCC1CC(COCCC)OC1=O)CCCC (stereo unspecified) do in these assays?
ST2 inh: inactive

How did CCC(=O)Nc1c(C)ccc2nsnc12 do in these assays?
ST2 inh: inactive

Results for CCN(CC)C(=O)/C(=C/c1ccc2c(c1)OCO2)NC(=O)c1ccc(Br)cc1 ?
ST2 inh: inactive

What do the screens show for `COc1ccccc1N1CCN(C(=O)c2cccs2)CC1`?
ST2 inh: inconclusive

Results for O=C(COc1ccc(Cl)cc1Br)N1CCc2ccccc21 ?
ST2 inh: inactive

Results for CC1=C(C(=O)OCCc2ccccc2)C(c2ccc(C)s2)NC(=O)N1C (stereo unspecified) ?
ST2 inh: inactive

How did CCCNc1ccccc1C(=O)N1CCN(C(=O)c2ccccc2)CC1 do in these assays?
ST2 inh: inactive

Results for COc1ccc(S(=O)(=O)n2nnc3ccccc32)cc1C ?
ST2 inh: inactive

How did CC(=O)c1cccc(NC(=O)CN(c2ccc(I)cc2)S(C)(=O)=O)c1 do in these assays?
ST2 inh: inactive

How did CCOC1=NC2Nc3ccc(Cl)cc3N(C)C2C1c1ccc([N+](=O)[O-])cc1 (stereo unspecified) do in these assays?
ST2 inh: 36%*

What do the screens show for `CCCOc1ccc(NC(=O)c2ccc([N+](=O)[O-])cc2)cc1`?
ST2 inh: inconclusive

What do the screens show for `Cc1cnc(C)c(N2CCN(Cc3nc(-c4sccc4C)oc3C)CC2)n1`?
ST2 inh: inactive

How did COc1ccc(C2CC(C(F)(F)F)n3nc(C(=O)NC(C)C)c(Cl)c3N2)cc1 (stereo unspecified) do in these assays?
ST2 inh: inactive

How did CCCCn1c(=O)[nH]c2c(c1=O)CCC2 do in these assays?
ST2 inh: inactive

What do the screens show for `CCOC(=O)c1ccc(Oc2cc(C)nc(SC)n2)cc1`?
ST2 inh: inactive

Results for COc1ccc(C(O)=Cc2nc3cc(Cl)ccc3oc2=O)cc1OC ?
ST2 inh: inconclusive

Results for C=CCSc1nnc2c(n1)OC1(Nc3ccccc3-2)C(=O)Nc2ccc(Cl)cc21 (stereo unspecified) ?
ST2 inh: inactive

Results for C=C1C[C@]23C[C@H]1CC[C@H]2[C@@]12C=C[C@H](O)[C@@](C)(C(=O)O1)[C@H]2[C@@H]3C(=O)O ?
ST2 inh: inactive
